Screens deposited in PubChem by National Center for Advancing Translational Sciences (NCATS).
RGS4 inh = Inhibitors of Regulator of G Protein Signaling (RGS) 4: qHTS. AID 504845, 2011. Potency, µM (doses to about 114 µM), inactives show at the top dose activity change, negative = inhibition, most hits filed as inhibitors. actives 0.039% (n = 390,000). Regulator of G-protein signaling 4 (Homo sapiens), P49798. Transcreener GDP fluorescence polarization, RGS4-accelerated GTP hydrolysis; note: potency is the fitted concentration of half-maximal effect; % is set by controls: 0 for no effect and ±100 for the full control effect; nearly all actives have a fitted effect of over 75% in size; some results filed as inactive show a strong effect at the top dose
Target sequence (P49798 whole entry, looked up): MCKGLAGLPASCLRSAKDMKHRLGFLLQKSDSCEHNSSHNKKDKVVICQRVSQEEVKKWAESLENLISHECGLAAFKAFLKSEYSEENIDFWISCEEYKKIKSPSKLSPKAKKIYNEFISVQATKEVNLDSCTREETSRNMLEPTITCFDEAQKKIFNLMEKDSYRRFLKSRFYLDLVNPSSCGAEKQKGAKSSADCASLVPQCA
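MLSMR compounds (23 nl, pin-transferred) preincubated 10 min at room temperature with a 500nM (2x) first reagent, then RGS4 at 900nM (2x) plus Transcreener GDP mix added; fluorescence polarization (620/688 nm) read before and after 90 min at 30 °C.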
LDHA block = qHTS assay for inhibitors of human lactate dehydrogenase. actives 0.15% (n = 480,000). purified LDHA, NADH/diaphorase-resazurin fluorescence; hits give low values. L-lactate dehydrogenase A chain (Homo sapiens), P00338. activity change, % (values are at about 110 or 230 µM); in the data active = activity change below about -30%; inconclusive = mostly about -25% to -30%;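 note: plate controls were DMSO wells for no effect and wells without enzyme for full effect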
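Resorufin fluorescence (ex540/em590), read at 0 and 20 min after diaphorase/resazurin addition, reports the NADH left after a 5 min room-temperature reaction of 2 nM human LDH5 with 0.06 mM NADH and 0.2 mM pyruvate.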
D2 antag = HTS Assay for Allosteric Antagonists of the Human D2 Dopamine Receptor: Primary Screen for Antagonists; actives 2% (n = 340,000); HEK293 TREx D2 cells, calcium flux, dopamine EC80; D(2) dopamine receptor (Homo sapiens), P14416; inhibition, % at 10 µM; in the data active = inhibition above about 30%; note: 0% is about no effect
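Read-out: kinetic calcium fluorescence (1 cycle/s) in inducible HEK293 T-REx D2 cells after an EC80 dopamine addition that followed 180 s compound preincubation. Loss of the dopamine response indicates antagonism.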
D2 ag = HTS Assay for Allosteric Agonists of the Human D2 Dopamine Receptor: Primary Screen for Agonists; actives 0.53% (n = 340,000); activation, % at 2 µM; D(2) dopamine receptor (Homo sapiens), P14416; HEK293 T-REx D2 cells, calcium flux agonist mode;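 active = activation over 3 SD above normal in the single-dose calcium agonist read, cut at about 30% in these data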; note: 0% is about no effect
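Tetracycline-induced HEK293 T-REx cells with force-coupled D2 receptor, plated overnight at 30 C, loaded with no-wash calcium dye. After a 10 s baseline, compound was pin-added and calcium flux read kinetically for 180 s; calcium rises flagged agonists.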
12-LOX inh = Primary qHTS assay for inhibitors of human arachidonate 12S-lipoxygenase (ALOX12): Round 2; Polyunsaturated fatty acid lipoxygenase ALOX12 (Homo sapiens), P18054; purified 12hLO, xylenol orange hydroperoxide absorbance; Potency, µM (titrated, usually from 108 µM), for inactives: at the top dose activity change, negative = inhibition, hits mostly inhibitors; actives 1.1% (n = 580,000); AID 1671190, 2021; note: potency is the fitted concentration of half-maximal effect; % is set by controls: 0 for no effect and ±100 for the full control effect
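Purified human 12hLO at 150 nM in 25 mM Hepes, 0.01% Triton X-100, pH 7.0, preincubated 15 min at room temperature with compound. Reaction started with 40 uM arachidonic acid, 30 min at room temperature. Hydroperoxide measured by Fe-xylenol orange, 573/405 nm absorbance ratio.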
GRP78 ERSR act = qHTS for Inducers of the Endoplasmic Reticulum Stress Response (ERSR) in Human Glioma: qHTS. Potency, µM, without a hit: at the top dose activation, actives largely listed as activators. actives 0.02% (n = 420,000). U87-MG GRP78 promoter luciferase reporter, 16 h. AID 602332, 2012; note: potency is the fitted concentration of half-maximal effect; series mostly up to about 76 µM; % of control where 0% means no effect; nearly all actives have a fitted effect of over 35% in size
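Stably transfected U87-MG human glioma cells carrying a GRP78-based luminescent sensor were seeded at 1000 cells/well, pin-dosed with compounds and incubated 16 h. Luciferase reagent was then added, and end-point luminescence was read after 10 min at room temperature.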
ERG-DNA inh = qHTS for Small Molecule Inhibitors of the ERG Ets/DNA interaction; Transcriptional regulator ERG (Homo sapiens), P11308; fluorescence polarization, His-ERG Ets domain / labelled DNA; Potency, µM (highest dose often 76.9 µM), for inactives: top-dose FP activity, negative = inhibition, usual class: inhibitors; actives 0.028% (n = 370,000); AID 624246, 2012; active = well fitted inhibition curve with a large enough effect in the polarisation, with a control signal flat; inconclusive = small, poorly fitted or top-dose-only effect, or effect the other way, or a change in a side signal; inactive = no such curve, though single readings can be large or run the other way; the % refers to the polarisation;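 note: polarization taken with two DNA probes labelled with fluorescein and Texas red; potency is the fitted concentration of half-maximal effect; % of control where 0% means no effect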
Target sequence (P11308 whole entry, looked up, the tested form may be a part): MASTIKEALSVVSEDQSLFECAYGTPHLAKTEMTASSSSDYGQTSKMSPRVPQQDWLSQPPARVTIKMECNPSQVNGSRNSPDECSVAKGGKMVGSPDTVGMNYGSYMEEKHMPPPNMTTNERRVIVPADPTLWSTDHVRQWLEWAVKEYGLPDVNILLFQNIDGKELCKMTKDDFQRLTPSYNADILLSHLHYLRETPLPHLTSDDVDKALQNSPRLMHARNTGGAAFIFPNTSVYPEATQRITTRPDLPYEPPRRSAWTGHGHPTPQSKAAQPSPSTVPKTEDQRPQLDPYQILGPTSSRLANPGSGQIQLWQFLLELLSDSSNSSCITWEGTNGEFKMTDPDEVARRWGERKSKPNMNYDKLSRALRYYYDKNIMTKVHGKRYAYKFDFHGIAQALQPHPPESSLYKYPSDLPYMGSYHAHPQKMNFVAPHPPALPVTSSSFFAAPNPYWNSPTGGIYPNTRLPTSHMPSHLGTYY
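His-tagged ERG Ets domain (1 uM in the protein solution; 300mM KCl, 50mM Tris-HCl, 1mM EDTA, 1mM DTT, pH 7.5) received compound, then a probe mix of 5 nM fluorescein-DNA and 100nM Texas-615-DNA. Fluorescence polarization was read for both dyes.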
Vif-APOBEC3G blk = qHTS for Inhibitors of Vif-A3G Interactions: qHTS; HeLa A3G-eYFP + Vif (tagged APOBEC3G with the HIV-1 protein that degrades it), YFP fluorescence, overnight; Potency, µM (titrated, usually from 46.1 µM), inactives show at the top dose activity, negative = active, most hits filed as inhibitors; actives 0.076% (n = 410,000); AID 602310, 2012;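 note: potency is the fitted concentration of half-maximal effect; % is set by controls: 0 for no effect and ±100 for the full control effect; nearly all actives have a fitted effect of over 60% in size; hits raise eYFP signal because A3G escapes Vif-driven loss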
Target sequence (Q9HC16 whole entry, looked up): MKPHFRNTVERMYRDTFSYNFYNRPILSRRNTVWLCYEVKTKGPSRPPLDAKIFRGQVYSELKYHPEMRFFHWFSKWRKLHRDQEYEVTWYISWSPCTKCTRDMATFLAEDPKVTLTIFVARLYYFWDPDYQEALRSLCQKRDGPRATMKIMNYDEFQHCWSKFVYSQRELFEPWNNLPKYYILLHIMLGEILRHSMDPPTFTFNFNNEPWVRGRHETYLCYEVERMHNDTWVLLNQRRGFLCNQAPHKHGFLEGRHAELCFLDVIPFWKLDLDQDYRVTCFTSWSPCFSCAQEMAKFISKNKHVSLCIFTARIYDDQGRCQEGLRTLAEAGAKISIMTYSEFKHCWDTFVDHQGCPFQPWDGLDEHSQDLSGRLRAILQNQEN
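HeLa cells stably expressing Vif and C-terminally eYFP-tagged A3G, seeded overnight at 37 deg C, then exposed to compound by pintool overnight at 37 deg C. Rise in yellow fluorescence (Ex 488/Em 500-530, Acumen) marks blocked Vif-driven A3G degradation.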
Vif-APOBEC3F blk = qHTS for Inhibitors of Vif-A3F Interactions: qHTS; AID 602313, 2012; Potency, µM (top dose mostly 46.1 µM), for inactives: at the top dose activity, negative = active; HeLa A3F-eYFP + Vif (tagged APOBEC3F with the HIV-1 protein that degrades it), YFP fluorescence increase; actives 0.2% (n = 390,000); note: potency is the fitted concentration of half-maximal effect; % of control where 0% means no effect; nearly all actives have a fitted effect of over 65% in size
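HeLa cells stably expressing Vif plus C-terminally eYFP-tagged A3F were seeded, incubated overnight at 37 deg C, dosed with compound, incubated overnight again at 37 deg C. Yellow fluorescence (Ex 488/Em 500-530) reported blocked Vif-mediated A3F-eYFP degradation.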
Starred values were filed as active, the others as inactive; ? = inconclusive; · = not tested or not shown; & = joins results of further samples; [ ] = another dose, or the depositor's remark. Unless noted, calls come from the whole dose curve; as a rule, active = well fitted curve in the direction sought with a large enough effect; inconclusive = small, poorly fitted or top-dose-only effect, or another doubt; inactive = no such curve, though single readings can be large; an effect the other way counts as inactive or inconclusive. Only part of the results is shown; the hit share may differ from the screen's.

Below each SMILES: RGS4 inh, LDHA block, D2 antag, D2 ag, 12-LOX inh, GRP78 ERSR act, ERG-DNA inh, Vif-APOBEC3G blk, Vif-APOBEC3F blk
- COc1ccc(N2CCN(S(=O)(=O)c3ccc4c(c3)N(C(C)=O)CCO4)CC2)cc1
  -2.1%[56.9 µM], 0.1, -8.3, -0.1, -5.7%, -0.4%, -1.3%, 1.3%, -2.5%
- COc1ccccc1C(=O)NNC(=O)c1ccc(Br)cc1
  0.4%, -4.7, -20.9, -0.1, -8.0%, 2.4%, -4.5%, -5.1%, -6.2%
- CC(C)c1nnc(NC(=O)CCC2CCCCC2)s1
  -2.7%, -2.2, -0.9, 0.9, 2.7%, -0.5%, 3.0%, -3.2%, -0.5%
- Cc1ccc(C(=O)Nc2ccc(S(=O)(=O)NC3=NCCCCC3)cc2)c(C)c1
  -11.2%, -5.8, 8.4, -0.9, 6.7%, 1.9%, 6.8%, -4.0%, 0.3%
- O=[N+]([O-])c1cccc(CNCc2ccccc2)c1
  10.9%, -11.5, -4.1, 0.2, 3.1%, -4.6%, 7.8%, -0.1%, 7.0%
- Cc1ccc(OCC(=O)NNC(=O)CCC(=O)NCc2ccccc2)cc1
  -19.3%, -2.1, ·, ·, 1.5%, -0.6%, -4.0%, 4.9%, -1.3%
- CCc1ccc(N2C(=O)CS(=O)(=O)C23C(=O)N(Cc2ccccc2)c2ccccc23)cc1 (centres undefined)
  6.0%, -6.6, ·, 0.1, -4.6%, -2.4%, -1.2%, 0.7%, -4.3%
- C/C(=N\NC(=O)c1ccccc1F)c1ccc(C#N)cc1
  15.2%, -10.3, 36.4*, 2.4, -3.6%, 4.5%, -5.3%, -0.5%, 2.4%
- O=S(CC(O)c1ccccc1)c1ccccc1 (centres undefined)
  ·, -1.2, ·, ·, 28.2µM*, 0.1%, ·, -0.6%, -3.7%
- C#CCNC(=O)C1=C[C@H](c2coc3ccccc3c2=O)C[C@H](OCCCCO)O1
  4.3%, -2.9, 4.8, 0.2, -5.8%, -2.2%, 5.4%, -0.4%, 2.2%
- CCC(=O)Nc1c(-c2ccc(C)cc2)c(=O)c2ccccc2n1C
  19.4%, -10.2, 11.9, -0.1, -8.1%, -2.7%, 0.2%, -1.6%, -2.5%
- CCN(CC)S(=O)(=O)c1cc(-c2ccc(=O)n(C(C)C(=O)Nc3cccc(C#N)c3)n2)ccc1C (centres undefined)
  -9.1%, -3.4, ·, 0.2, -13.1%, -2.3%, -3.5%, -0.2%, 9.6%
- CCOc1ccc(C(c2c(O)cc(C)n(CCOC)c2=O)N2CCN(c3ccccc3F)CC2)cc1 (centres undefined)
  -12.2%, -3.3, ·, 16.9, 5.1%, -3.1%, 3.3%, 3.8%, -0.6%
- COC(=O)C1=C(CSc2nccn2C)NC(=O)NC1c1cc(C)ccc1C (centres undefined)
  -6.3%, -7.3, -0.1, 0.6, 11.6%, -5.3%, 1.1%, 2.1%, -0.9%
- COc1ccc(NC(=O)C2CC(=O)N(Cc3ccco3)C2)cc1Cl (centres undefined)
  -15.4%, -1.1, 3.3, 0.1, 41.2%[activator], 1.2%, -5.8%, 1.6%, -3.7%
- CC(C)CN(C(=O)Cn1nnc(-c2ccc(F)cc2)n1)C1CCS(=O)(=O)C1 (centres undefined)
  -3.9%, -1.0, 55.3*, 0.6, 18.9%, 2.4%, -6.4%, 0.4%, -1.0%
- O=C1/C(=C/c2ccccc2)N=C(N2CCOCC2)N1c1cccc(Cl)c1
  10.7%, -5.8, ·, ·, -4.3%, -2.0%, 0.3%, -1.5%, 3.6%
- COc1ccc(NC(=O)C2CCCN2S(=O)(=O)c2ccc(C)cc2)cc1 (centres undefined)
  29.8%, -5.8, -8.8, 0.8, 19.3%, -5.0%, ?, 0.3%, 1.8%
- N#Cc1ccsc1NC(=O)C1=COCCO1
  -38.7%, 0.9, 4.0, 1.3, -6.8%, 0.1%, 14.4%, 0.8%, -9.9%
- Cn1cnc([N+](=O)[O-])c1Sc1ccc(C(C)(C)C)cc1
  -2.0%, -3.0, 8.5, 3.6, 0.7%, 8.1%, 16.2%, -8.9%, -3.0%

Next part
Below each SMILES: RGS4 inh, LDHA block, D2 antag, D2 ag, 12-LOX inh, GRP78 ERSR act, ERG-DNA inh, Vif-APOBEC3G blk, Vif-APOBEC3F blk
- CC(C)(C)OC(=O)C[C@H]1C/C=C\C[C@H](CC(=O)N[C@H](CO)Cc2ccccc2)C(=O)N2CCC[C@H]2COC1=O
  -9.3%, -5.8, ·, ·, 0.5%, -1.1%, -6.0%, -3.8%, 1.8%
- CC/C(=C(\c1ccccc1)c1ccc(OCCN(C)C)cc1)c1ccccc1
  -20.2%&2.5%, -4.7&-1.4, 1.9&-3.2, -0.4&1.7, ?, -5.2%&-4.6%&-6.9%&-11.3%&-11.5%&-7.0%&-5.6%&-11.4%&-4.5%, ?, -0.2%&-0.7%, 3.4%&5.7%
- C=CCOc1ccc(/C=N\NC(N)=S)cc1
  -26.7%, -9.9, -7.3, 0.5, ?, 2.5%, -9.8%, -6.7%, ?
- COc1cccc(-c2nnc3n2N=C(C(C)(C)C)CS3)c1
  10.2%, 1.3, -19.9, -0.6, -19.3%, -9.1%, -6.2%, -13.4%, -1.2%
- Cc1ccc(OCCNC(=O)Cc2ccc(F)cc2)cc1
  4.3%, -0.4, -10.4, -0.6, -11.6%, -3.0%, -6.7%, 0.7%, 3.2%
- Cc1cc(N2CCN(C)CC2)nc2ccc(NC(=S)N3CCOCC3)cc12
  -27.9%, -2.1, -8.0, 0.7, 0.1%, 0.0%, -11.4%, -0.7%, 0.8%
- Nc1ccccc1C(=O)C[C@H](N)C(=O)O
  ?, -10.4, ·, ·, ?, -3.4%&-3.8%, -1.1%, 1.9%, 7.3%
- NC(=O)C1CCN(C(=O)CC(c2ccccc2)c2ccccc2)CC1
  0.3%, -17.8, -3.1, 0.8, -2.9%, -5.9%, -1.0%, -2.0%, -1.4%
- COC(=O)c1cnn(-c2ccc(Cl)cc2)c1/C=N/NC(N)=S
  -15.9%, -5.5, -12.1, -0.3, 131.7%[activator], -5.0%, -0.4%, -1.7%, 6.2%
- Cc1ccc2c(CN(C)Cc3ccccc3)cc(=O)oc2c1
  ·, 2.8, ·, ·, ?, 0.7%, ·, -5.4%, ·
- CCN(CC)C(=O)CC(c1ccccc1)c1ccco1 (centres undefined)
  1.0%, -3.0, 5.6, -0.5, -11.0%, -2.9%, 7.1%, 0.0%, -0.3%
- O=C(CN1CCN(S(=O)(=O)c2ccc(F)cc2)CC1)c1ccc(O)c(O)c1
  -36.3%, 14.4, 0.4, 2.8, ?, 11.2%, 3.9%, -1.0%, -0.9%
- CC1=CC(=NNS(=O)(=O)c2ccc([N+](=O)[O-])cc2)CC(C)(C)C1
  -10.3%, -1.5, ·, ·, ?, 0.7%, 6.2%, -0.9%, 9.6%
- COc1ccc(Cc2nc3ccc(C(=O)NCCc4ccccn4)cc3o2)cc1OC
  -7.1%, -2.2, 6.6, -1.2, 0.0%, 2.8%, -2.9%, 2.0%, -3.7%
- Cc1nc2sc(C(c3ccccc3)N3CCN(C(=O)c4ccco4)CC3)c(O)n2n1 (centres undefined)
  7.5%, 0.7, 10.0, 62.4*, 6.2%[57.4 µM], -1.8%, ·, 0.1%, 0.1%
- CCOc1ccc(CNC(=O)CN2C(=O)CSc3c2c(C)nn3-c2ccccc2)cc1
  -15.3%, -1.2, ·, 1.2, -6.8%, 17.5%, -3.8%, 4.4%, -4.5%
- O=C1CCc2cc(NS(=O)(=O)c3ccccc3)cc3c2N1CCC3
  -1.9%, 1.6, 16.2, -0.4, ?, 1.3%, -3.4%, -1.9%, -17.6%
- COc1ccc(NS(=O)(=O)c2ccc(NC(=O)c3ccccn3)cc2)cc1
  34.6%, -2.7, -0.9, -0.3, 37.6%[activator], -1.2%, -12.8%, 3.4%, 2.4%
- CCOC(=O)c1ccc(NC(=O)c2oc(=O)c3ccccc3c2-c2ccccc2)cc1
  -0.1%, -3.0, ·, 0.1, 0.5%, -2.2%, 1.2%, -2.6%, -7.3%
- Cn1cc(C(=O)N/N=C/c2ccc(Br)c([N+](=O)[O-])c2)c2ccccc21
  -21.2%, -3.3, -28.4, -0.2, 0.0%, -2.8%, 0.9%, -13.0%, -9.3%
